# TexasRed fluor: counter-screen for TRb-SRC2 inhibitors: fluorescence interference | Potency, µM (highest dose often 106 µM), without a hit: top-dose fluorescence change, negative = quenching | TRb/SRC2 Texas Red total fluorescence interference | actives 0.29% (n = 280,000); active = well fitted curve in either direction with a large enough effect; inconclusive = small, poorly fitted or top-dose-only effect
#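 Human TRb ligand-binding domain at 0.6 uM with 20 nM Texas Red SRC2 peptide in Tris buffer containing 1 uM T3 and 5% DMSO, incubated with compound 5 h at ambient temperature. Total fluorescence (555/632 nm) calculated as parallel + 2 × perpendicular.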
# RGS12 GoLoco inh: RGS12 GoLoco-Gai1 interaction inhibition; P63096; Gai1:RGS12 GoLoco peptide FP, rhodamine, 10 min; Potency, µM (doses to about 61.6 µM), without a hit: top-dose activity, negative = inhibition, most hits filed as inhibitors; actives 0.44% (n = 230,000); AID 880; active = well fitted inhibition curve with a large enough effect, not every such curve was filed as active; inactive = no such curve, though single readings can be large or run the other way; also: nearly all actives have a fitted effect of over 30% in size; many of its hits are not listed in these tables
# Target sequence (P63096 whole entry, looked up): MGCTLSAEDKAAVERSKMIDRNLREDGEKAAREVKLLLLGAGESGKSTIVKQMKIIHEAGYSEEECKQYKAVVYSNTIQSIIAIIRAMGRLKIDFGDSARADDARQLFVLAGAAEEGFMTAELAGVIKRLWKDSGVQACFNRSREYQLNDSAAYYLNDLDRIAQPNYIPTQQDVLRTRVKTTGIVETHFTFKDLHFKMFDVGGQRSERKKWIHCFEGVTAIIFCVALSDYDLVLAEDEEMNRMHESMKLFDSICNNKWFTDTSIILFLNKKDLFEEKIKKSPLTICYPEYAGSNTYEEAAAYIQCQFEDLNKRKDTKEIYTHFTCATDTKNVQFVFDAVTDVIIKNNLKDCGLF
# TRb SRC2 PPI: TRbeta-SRC2 interaction inhibition; TRbeta-SRC2 peptide binding, fluorescence polarization; receptor liganded with 1 µM T3; actives 0.065% (n = 280,000); AID 1469; Potency, µM (top dose mostly 106 µM), without a hit: top-dose activity change, negative = inhibition, most hits filed as inhibitors; P10828;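 also: plate controls were bound peptide for no effect and peptide without receptor for full effect; nearly all actives have a fitted effect of over 50% in size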
#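 Quantitative HTS by FP: 0.6 uM TRb LBD, 20 nM labeled SRC2 20-mer, 1 uM T3, 5% DMSO; 5 hr ambient incubation; % activity per concentration and potencies from concentration series.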
# KDM4E inh: inhibitors of human JMJD2E histone demethylase; Potency, µM (series often up to 57.1 µM), without a hit: top-dose activity change, negative = inhibition, actives largely listed as inhibitors; actives 1.6% (n = 230,000); JMJD2E catalytic domain, FDH-coupled NADH fluorescence (FDH is formaldehyde dehydrogenase); active = well fitted inhibition curve with a large enough effect, not every such curve was filed as active; inconclusive = small, poorly fitted or top-dose-only effect, or another doubt; inactive = no such curve, though single readings can be large or run the other way;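 also: 0% = wells with enzyme and -100% = buffer wells without enzyme; nearly all actives have a fitted effect of over 50% in size; many of its hits are not listed in these tables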
# Tau fibril FP: tau fibrillization inhibition (FP); K18 P301L tau heparin fibrillization, Alexa594 FP, 6 h; Potency, µM (series often up to 57.7 µM), for inactives: top-dose activity, negative = inhibition, most hits filed as inhibitors; actives 0.39% (n = 280,000); also: nearly all actives have a fitted effect of over 55% in size
#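 FP of Alexa 594-tau after heparin (20 uM) induction. Substrate: human K18 P301L, 15 uM unlabeled, 0.24 uM labeled. Buffer 100 mM sodium acetate pH 7. 6 hr, 37 C.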
# L3MBTL1 inh: inhibitors of human L3MBTL1 | Q9Y468 | Potency, µM (doses to about 57.1 µM), inactives show at the highest dose activity, negative = inhibition, usual class: inhibitors | AID 485360 | actives 0.66% (n = 230,000) | AlphaScreen L3MBTL1–H3K9me1 peptide binding; also: nearly all actives have a fitted effect of over 60% in size
#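 AlphaScreen assay: L3MBTL1 (50 nM final) was preincubated 30 min at room temperature with biotinylated H3(1-15)K9me1 peptide (75 nM final), then 30 min with library compounds; streptavidin donor and nickel chelate acceptor beads (10 ug/mL final) added, 30 min dark.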
# Tau ThT inhib: blocks human tau fibril formation measured by thioflavin T; P10636; recombinant tau K18 P301L (four-repeat tau fragment), heparin-induced fibrillization, ThT fluorescence; Potency, µM (titrated, usually from 57.4 µM), for the others: top-dose activity, negative = inhibition, most hits filed as inhibitors; actives 2.1% (n = 270,000); also: nearly all actives have a fitted effect of over 55% in size
#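 K18 P301L tau (15 uM + 0.24 uM Alexa 594-tagged), heparin 20 uM, NaOAc pH 7, 6 h 37 C; ThT 30 uM, 1 h RT, ex 450/em 510 nm.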
# RECQ1 helicase: blocks DNA unwinding by human RECQ1. RECQ1 DNA unwinding, red fluorescence kinetic read. Potency, µM (highest dose often 57.3 µM), for inactives: at the top dose activity, negative = inhibition, hits mostly inhibitors. actives 0.54% (n = 240,000);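 also: plate controls were vehicle for no effect and no enzyme for full effect; nearly all actives have a fitted effect of over 30% in size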
# Target sequence (P46063 whole entry, looked up): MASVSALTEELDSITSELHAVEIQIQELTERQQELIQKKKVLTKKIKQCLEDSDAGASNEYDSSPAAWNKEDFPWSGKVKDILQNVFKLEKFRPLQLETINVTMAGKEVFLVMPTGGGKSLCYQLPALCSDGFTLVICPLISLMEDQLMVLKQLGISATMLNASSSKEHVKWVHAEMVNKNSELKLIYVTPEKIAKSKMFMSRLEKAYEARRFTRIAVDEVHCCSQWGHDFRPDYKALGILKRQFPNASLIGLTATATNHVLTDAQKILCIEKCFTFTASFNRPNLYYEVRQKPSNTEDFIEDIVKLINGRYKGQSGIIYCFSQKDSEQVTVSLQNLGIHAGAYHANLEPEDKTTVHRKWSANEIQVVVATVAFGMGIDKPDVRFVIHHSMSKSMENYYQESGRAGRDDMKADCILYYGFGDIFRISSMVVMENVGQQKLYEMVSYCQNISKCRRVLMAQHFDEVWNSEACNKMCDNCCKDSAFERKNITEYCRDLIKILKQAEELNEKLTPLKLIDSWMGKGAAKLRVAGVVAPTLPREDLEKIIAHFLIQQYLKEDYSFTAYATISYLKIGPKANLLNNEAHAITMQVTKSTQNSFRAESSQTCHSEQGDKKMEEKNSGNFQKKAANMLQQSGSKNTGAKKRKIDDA
#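 50 nM RECQ1T1 preincubated 15 min with compound in Tris pH 8.0 buffer with MgCl2, DTT, Tween-20 and 2.5 ug/ml poly(dI-dC); started with 200 nM TAMRA/BHQ-2 forked duplex and 2 mM ATP. Unwinding read as fluorescence (525/598 nm), two reads 2 h apart.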
# An asterisk follows results filed as active; i = inactive; ? = inconclusive; nt = not tested or not shown; [ ] = another dose, or the depositor's remark. Unless noted, calls follow the shape of the dose curve; as a rule, active = well fitted curve in the direction sought with a large enough effect; inconclusive = small, poorly fitted or top-dose-only effect, or another doubt; inactive = no such curve, though single readings can be large; an effect the other way counts as inactive or inconclusive. Unless noted, % is scaled to controls: 0 for no effect and ±100 for the full control effect; potency is read from the fitted curve at half-maximal effect. Only part of the results is shown (hit frequency here may not be typical).
# Every second line gives: TexasRed fluor	RGS12 GoLoco inh	TRb SRC2 PPI	KDM4E inh	Tau fibril FP	L3MBTL1 inh	Tau ThT inhib	RECQ1 helicase
> COc1ccc(C(=O)c2oc3ccccc3c2NC(=O)c2cccc(OC)c2)cc1
 : 3%	nt	3%	nt	?	nt	5%	nt
> Cc1ccc(NC(=O)Nc2cc(S(C)(=O)=O)ccc2Cl)cc1
 : -2%	1%	-1%	-2%	-17%	3%	-2%	-15%
> Sc1oc(-c2ccccc2)cc1C=Nc1ccccc1
 : -1%	28%	-1%	-3%	5%	nt	8.9µM*	-14%
> CCCN(CCC)C(=O)CSc1nnc2cc(C)c3ccccc3n12
 : -11%	nt	-4%	nt	-5%	nt	-2%	nt
> Cc1cccc(N2CCN(C(=O)c3c(C)nn(Cc4ccccc4Cl)c3C)CC2)c1C
 : -6%	9%	-3%	-21%	6%	nt	?	-6%
> O=S(=O)(Nc1cccc(Oc2cnccn2)c1)c1ccc(F)cc1
 : -2%	7%	-5%	9%	-2%	2%	-4%	i
> CCCCCC(=O)c1ccc(O)cc1O
 : -3%	1%	-5%	-2%	-5%	7%	-7%	-14%
> Fc1ccc(C2CC(c3cccs3)=NN2c2ccccc2)cc1 (stereo not given)
 : -2%	12%	2%	?	6%	244%[activator]	-15%	i
> Cc1c(NC(=O)CN2C(=O)NC(CCc3ccccc3)C2=O)c(=O)n(-c2ccccc2)n1C (stereo not given)
 : 1%	5%	2%	2%	2%	1%	-2%	-7%
> CCC(C)(C)NC(=O)C(OC(=O)c1ccco1)c1ccccc1OC (stereo not given)
 : -2%	2%	-11%	6%	-3%	-6%	-15%	5%

# The final 4 records of the part above open the next one.
# Every second line gives: TexasRed fluor	RGS12 GoLoco inh	TRb SRC2 PPI	KDM4E inh	Tau fibril FP	L3MBTL1 inh	Tau ThT inhib	RECQ1 helicase
> CCCCCC(=O)c1ccc(O)cc1O
 : -3%	1%	-5%	-2%	-5%	7%	-7%	-14%
> Fc1ccc(C2CC(c3cccs3)=NN2c2ccccc2)cc1 (stereo not given)
 : -2%	12%	2%	?	6%	244%[activator]	-15%	i
> Cc1c(NC(=O)CN2C(=O)NC(CCc3ccccc3)C2=O)c(=O)n(-c2ccccc2)n1C (stereo not given)
 : 1%	5%	2%	2%	2%	1%	-2%	-7%
> CCC(C)(C)NC(=O)C(OC(=O)c1ccco1)c1ccccc1OC (stereo not given)
 : -2%	2%	-11%	6%	-3%	-6%	-15%	5%
> CCOC(=O)c1ccc(N2C(=O)CC(N3CCN(C(=O)c4ccccc4)CC3)C2=O)cc1 (stereo not given)
 : 0%	-5%	1%	-16%	4%	7%	-3%	i
> Cc1ccc(NC(=O)CCN2C(=O)CSC2=O)cc1
 : 2%	11%	-28%	0%	-4%	5%	-2%	-12%
> O=C(N/N=C\c1c(O)ccc2ccccc12)c1ccc(Cn2cccn2)o1
 : -3%	5%	-9%	?	8%	-6%	1%	-13%
> Cc1ccc(C2=[N+]([O-])C(C)(C)N(O)C2(C)C)cc1
 : -5%	4%	2%	-10%	2%	6%	-6%	2%
> COc1ccc(OC)c(CC(NC(C)=O)C(=O)NC2CCN(c3nnnn3-c3ccccc3)CC2)c1 (stereo not given)
 : -2%	4%	-1%	4%	-6%	nt	-6%	-5%
> COc1ccc(CC(=O)NCc2ccc3c(c2)CCN3C(C)=O)cc1
 : -2%	nt	-5%	nt	-1%	nt	7%	nt
> O=C(O)c1cccc(S(=O)(=O)Nc2ccc(O)c(Sc3nc4ccccc4s3)c2)c1
 : 2%	-15%	-3%	3%	-4%	-10%	-17%	3%
> O=C(Nn1cnnc1)c1csc2ccccc12
 : 1%	-5%	8%	3%	4%	nt	-1%	-2%
> C=CCn1c(CSCc2ccc(Cl)cc2Cl)nnc1SCC(=O)Nc1ccc(C(=O)O)cc1
 : -1%	0%	5%	3%	-2%	5%	5%	-1%
> Cc1ccccc1OCCn1cc(C(=O)O)c2ccccc21
 : 0%	7%	4%	-3%	3%	5%	0%	-4%
> COc1ccc(CCNC2=CC(=O)N(c3ccc(F)cc3)C2=O)cc1
 : 2%	19%	-5%	nt	1%	nt	-8%	0%
> O=C(O)COc1cccc(NC(=O)c2ccccc2)c1
 : 0%	-2%	2%	-3%	4%	-5%	-1%	-8%
> CCN1C(=O)C(CC(=O)N2CCN(C(c3ccccc3)c3ccccc3)CC2)N(CC)C1=O (stereo not given)
 : -1%	4%	-7%	-3%	2%	-4%	-1%	-2%
> CC(C)C[C@@H](CC(=O)N[C@@H](CCC(=O)O)CC(=O)O)NC(=O)[C@@H]1CCCC[C@H]1NC(=O)C[C@@H](NC(=O)C[C@H](Cc1c[nH]c2ccccc12)NC(=O)[C@@H]1CNCC[C@H]1N)C(C)C
 : -1%	-1%	1%	-7%	9%	nt	-1%	-2%
> CC(C)(C)NC(=O)COc1ccc(CNCc2ccccn2)cc1
 : 1%	5%	-2%	7%	2%	?	-3%	i
> COc1ccc(NC(=O)CSc2nnc(NC(=O)Nc3ccccc3)s2)c(OC)c1
 : 1%	nt	3%	nt	?	nt	-4%	nt
> COc1ccc(N/N=C(\C#N)C(N)=O)cc1
 : -1%	-6%	5%	-4%	6%	-1%	?	i
> CCN(Cc1ccccc1)C(c1cc2cc(C)cc(C)c2[nH]c1=O)c1nnnn1CCOC (stereo not given)
 : 2%	11%	0%	?	-3%	-8%	-14%	i
> Cc1ccccc1NC(=O)Cn1c(=O)n(CC2CCCO2)c(=O)c2ccccc21 (stereo not given)
 : -4%	-8%	-9%	-6%	7%	nt	2%	-3%
> CCOc1ccc(NC(=O)c2ccc(CN3C(=O)C(C)=C(c4ccc(C)cc4)S3(=O)=O)cc2)cc1
 : -4%	nt	-7%	nt	?	nt	0%	nt
> Cc1ccc(CN(CC(=O)NC(C)(C)C)C(=O)CNC(=O)c2cccs2)cc1
 : 0%	10%	-7%	2%	-2%	0%	-2%	i
> CC(=O)Nc1ccc(Sc2ccccc2C(=O)N2CCCC2)cn1
 : -5%	-10%	-6%	-8%	3%	10%	0%	-3%
> CC(C)c1nnc(NC(=O)CN2C(=O)c3ccccc3C2=O)s1
 : 0%	8%	12%	8%	2%	1%	-3%	-5%
> COc1cc(-c2nnc(COC(=O)C3c4ccccc4Oc4ccccc43)o2)cc(OC)c1OC
 : -4%	2%	0%	?	5%	-7%	?	-2%
> CCOc1ccc(C(=O)NCCc2csc(-c3ccc(C(F)(F)F)cc3)n2)cc1OCC
 : -2%	nt	7%	nt	-1%	nt	-4%	nt
> Cc1onc(-c2c(F)cccc2Cl)c1C(O)c1ccc(F)cc1 (stereo not given)
 : 1%	-2%	-3%	4%	6%	13%	-12%	i
> O=[N+]([O-])c1cc(CN2CCN(c3ccccc3)CC2)c(O)c2ncccc12
 : 0%	8%	-4%	19%	4%	4µM*	?	i
> CCOc1ccc(C(=O)NC2=NCCS2)cc1
 : -3%	12%	2%	17%	3%	6%	-5%	i
> CCOC(=O)C(NC(C)=O)C(=O)Nc1ccc(C(C)(C)C)cc1 (stereo not given)
 : 3%	-3%	-5%	0%	-2%	6%	13%	i
> Clc1nc(Nc2ccc(N3CCOCC3)cc2)c2ccccc2n1
 : -1%	11%	4%	?	?	-16%	?	14%
> CC(C)c1ccc(NC(=O)CSc2ncccc2C(=O)Oc2cccc([N+](=O)[O-])c2)cc1
 : -1%	-2%	2%	4%	1%	?	16%	2%
> COC(=O)C1=NNCC12CC(=O)N(c1ccc(Br)cc1)C2=O (stereo not given)
 : -2%	8%	-2%	-1%	-7%	-5%	-6%	i
> CCOc1ccccc1NC(=O)[C@@H](NC(=O)c1cccc(S(=O)(=O)N2CCOCC2)c1)C(C)C
 : -1%	10%	-2%	-3%	5%	17%	9%	-3%
> Cc1onc(-c2c(F)cccc2Cl)c1C(=O)Nc1cccc(Cn2cccn2)c1
 : -2%	-6%	10%	-4%	4%	nt	-4%	-4%
> O=C(c1ccccc1Cl)N1c2ncnn2C2(CCCCC2)[C@@H]2CCCC[C@@H]21
 : -54%	nt	-11%	nt	-3%	nt	-4%	nt
> CC(=O)OC(C(=O)NC1CCCCC1)c1ccccc1 (stereo not given)
 : 2%	3%	-20%	-1%	-6%	-8%	9%	-13%
> CCOC(=O)C1CCN(Cc2ccc(F)cc2)CC1
 : -2%	2%	-13%	-3%	4%	-20%	-5%	5%
> CCc1cccc(CC)c1NC(=O)CCS(=O)(=O)c1ccc(Br)cc1
 : ?	nt	-4%	nt	-7%	nt	-1%	nt
> N/C(=N\OC(=O)Cc1ccc([N+](=O)[O-])cc1)c1cccc(Br)c1
 : -5%	-1%	-2%	-3%	0%	-7%	?	?
> O=C(Nc1ccccc1)c1ccccc1CCc1ccccc1
 : -2%	-10%	5%	1%	-11%	16%	5%	1%
> COC(=O)c1ccc(CSc2nnc(NC(=O)C3CCCO3)s2)cc1 (stereo not given)
 : -2%	3%	-18%	-2%	4%	nt	?	-9%
> C/C(=C\C(=O)c1ccccc1)Nc1ccc(N2CCOCC2)cc1
 : -2%	-10%	-8%	3%	5%	nt	?	-1%
> C(=N\Nc1nc2ccccc2[nH]1)/c1ccc2c(c1)OCO2
 : -7%	-3%	-1%	3%	13%	0%	7.9µM*	-28%
> O=C1CCC(=O)N1CCC(c1ccc(F)cc1)c1ccco1 (stereo not given)
 : 0%	-1%	-17%	-10%	-9%	-11%	-16%	-4%
> Cc1nnc(C)n1/N=C/c1cc(Br)ccc1O
 : 0%	nt	8%	5%	-3%	-5%	-10%	-2%
> CCCc1nc2ccccc2c(C(=O)OCC(=O)NCc2ccc3c(c2)OCO3)c1CC
 : -1%	-7%	3%	5%	5%	-1%	-17%	-8%
> CCn1c(SC)nc2c(c1=O)SC(C)C2 (stereo not given)
 : -3%	6%	5%	-7%	-3%	nt	-6%	-3%
> COc1cnc(-c2ccccc2)nc1Oc1cccc(C)c1C
 : -1%	8%	4%	-3%	-9%	22%	-14%	i

# Screening results: PubChem, National Center for Advancing Translational Sciences (NCATS)
